LGR2 antag – inhibitors of bursicon-induced LGR2 CRE-luciferase signal, primary screen, cell-based, HEK293, CRE-luciferase reporter, bursicon stimulation. Drosophila bursicon receptor LGR2 (rickets). bursicon-stimulated, 4 h. inhibition, % at 9.99 µM. hit rate 0.35% among 380,000. AID 720647, 2013;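 active = drop in luminescence signal, shown as inhibition above about 50% in the replicate tests, limit read from the data, passing the limit was not always enough; inconclusive = probably only some replicates passing the limit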;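 note: agonist challenge used bursicon conditioned medium at about half maximal strength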
CASP6 VEID inh – human caspase-6 inhibitors, primary screen, biochemical, VEID-R110 fluorescence, single point, set 2 | purified caspase-6, Z-VEID-R110 cleavage fluorescence | inhibition, % at 12.5 µM | hit rate 0.53% among 350,000;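 active = mean inhibition across replicates at least about 35%, with every replicate also reaching that limit, limit read from the data; inconclusive = only one of the two criteria met; inactive = neither criterion met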;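 note: 0% = median of neutral control wells and 100% = no fluorescence left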
Target sequence (P55212 24-179 limits assumed): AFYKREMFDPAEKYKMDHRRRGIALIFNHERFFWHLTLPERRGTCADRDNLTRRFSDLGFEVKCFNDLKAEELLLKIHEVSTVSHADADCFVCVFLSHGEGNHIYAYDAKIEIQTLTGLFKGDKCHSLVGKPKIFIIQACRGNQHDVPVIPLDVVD
Target sequence (P55212 194-293 limits assumed): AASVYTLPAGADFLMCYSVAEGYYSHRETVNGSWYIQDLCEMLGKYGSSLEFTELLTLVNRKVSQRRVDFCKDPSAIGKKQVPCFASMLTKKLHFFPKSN
EWS-Fli inh – EWS/Fli-driven NR0B1 reporter inhibitors, primary screen, A673 cells, NR0B1 luciferase, luminescence, MLPCN library; viability-normalised; inhibition, % at 12.6 µM; hit rate 0.67% among 350,000; AID 651661, 2012;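 active = mean inhibition of at least 50% after viability correction, with every replicate also passing that limit; inconclusive = mean reaches 50% but only one of two replicates passes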;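 note: firefly luciferase signal divided by Alamar Blue viability fluorescence both relative to DMSO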
ARNT TACC3 PPI – disruptors of ARNT/TACC3 protein interaction, primary screen, biochemical, AlphaScreen, single concentration. Transforming acidic coiled-coil-containing protein 3 (Homo sapiens), Q9Y6A5. AlphaScreen His-ARNT PAS-B/GST-TACC3 binding, luminescence; TACC3 fragment carries E629A point mutation. inhibition, % at 9.99 µM. hit rate 0.66% among 390,000;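 active = mean inhibition of replicates at least 50% and at least half of replicates each reaching 50%; inconclusive = half or more replicates reach 50% but mean below 50%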;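 note: 0% = complete ARNT plus TACC3 wells and 100% = ARNT alone without TACC3; many hits fall short of the cut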
DENV2 CPE – inhibitors of DENV2 cytopathic effect, primary screen, cell-based, plate reader, single concentration | DENV2-infected cells, cytopathic effect rescue | CPE inhibition, % at 9.99 µM | hit rate 1.7% among 350,000 | AID 651640, 2012; in the data active = CPE inhibition above about 20%, passing the limit was not always enough; inconclusive = no clear call, values can overlap the other calls; tested in BHK-21 cells;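 note: 0% = median of neutral control wells and 100% = median of positive control wells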
SIRT5 block – SIRT5 desuccinylase inhibitors, primary screen, biochemical, fluorescence imaging, single point, set 5; Purified SirT5, succinyl-peptide AMC, trypsin-coupled fluorescence; inhibition, % at 15 µM; hit rate 1.1% among 330,000; in the data active = inhibition above about 15%; inconclusive = no clear call, values can overlap the other calls
Target sequence (Q9NXA8 whole entry, looked up): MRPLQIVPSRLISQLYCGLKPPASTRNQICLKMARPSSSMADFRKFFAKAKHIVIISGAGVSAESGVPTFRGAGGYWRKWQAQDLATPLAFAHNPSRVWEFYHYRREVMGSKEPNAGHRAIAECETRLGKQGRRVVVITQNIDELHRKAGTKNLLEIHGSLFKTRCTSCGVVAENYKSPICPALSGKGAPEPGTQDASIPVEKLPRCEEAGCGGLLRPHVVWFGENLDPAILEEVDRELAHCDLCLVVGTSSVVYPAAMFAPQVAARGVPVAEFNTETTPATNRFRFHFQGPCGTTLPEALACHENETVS
PAX8 inh HTS – inhibitors of PAX8-driven TPO luciferase reporter, primary screen, RMG-I cells, single concentration; SteadyGlo, 24 h; hit rate 1.2% among 360,000; inhibition, % at 12.6 µM;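 active = mean replicate inhibition at least 60% with every replicate also reaching 60%; inconclusive = only one of the two criteria is met; inactive = mean below 60% and not all replicates reaching 60%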;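 note: luciferase light reporting Pax8 driven TPO promoter activity; plate controls were median of neutral control wells for no effect and mitoxantrone controls for full effect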
* marks the source's active call; other numbers are inactive results; ? = inconclusive; · = not tested or not shown.

SMILES	LGR2 antag	CASP6 VEID inh	EWS-Fli inh	ARNT TACC3 PPI	DENV2 CPE	SIRT5 block	PAX8 inh HTS
COc1cc(NC(=O)CSc2nccc(=O)[nH]2)c(C)cc1[N+](=O)[O-]	29	2	5	5	5	0	-17
CC(=O)c1cccc(-c2cnc3c(NC=O)cc(-c4ccc(N(C)C)cc4)cn23)c1	-8	-1	8	·	?	·	41
Cc1cccc(CN2CCN([C@H]3CS(=O)(=O)N[C@@H]3COCc3ccccc3)CC2)c1	-5	-10	-1	·	3	2	-17
CCCCN(C(=O)NC(=O)C1=C(N2CCOCC2)/C(=C/c2ccccc2)CC1)S(C)(=O)=O	-9	2	-7	-2	-1	-10	·
Oc1ccc(/C=N/N2CCN(C3c4ccccc4-c4ccccc43)CC2)cc1O	15	9	34	5	-3	1	24
COc1ccc(N2CCN(S(=O)(=O)c3ccc4c(c3)NC(=O)C(C)C(=O)N4)CC2)cc1 (stereo not given)	8	2	1	6	2	5	-17
CC(C)NC(=O)N(C)C[C@@H]1Oc2c(NC(=O)NC3CCCCC3)cccc2C(=O)N([C@@H](C)CO)C[C@@H]1C	5	·	1	3	?	-3	·
CCN(C(=O)C1CCCN1S(=O)(=O)c1cccc2nsnc12)c1ccccc1 (stereo not given)	12	1	3	-11	?	1	-4
COc1ccccc1-c1cnc2c(c1)C(=O)N([C@H](C)CO)C[C@H](C)[C@H](CN(C)C)O2	-9	0	-9	-2	1	6	·
COc1cccc(Oc2coc3cc(OC(=O)N4CCOCC4)ccc3c2=O)c1	-2	-6	8	1	-3	-2	16
Cc1nc(/C(N)=N/OC(=O)Cc2ccccc2)no1	·	-1	5	-14	-4	1	1
O=C(Cc1ccccc1)N1C[C@@H]2[C@H](c3ccccc31)[C@@H](CO)N2C(=O)c1ccc(F)cc1	-9	0	-5	-10	-10	-1	21
O=[N+]([O-])c1nc2ccccc2[nH]1	-17	4	-3	-1	-4	-2	3
O=C(c1ccco1)N1CCN(C(=O)c2ccccc2NS(=O)(=O)c2ccc(F)cc2)CC1	12	3	-4	-1	1	2	-9
Cc1noc(C)c1NC(=O)N(C)C[C@@H]1OCc2ccccc2-c2c(n(C)c3ccccc23)C(=O)N([C@@H](C)CO)C[C@@H]1C	-7	1	2	-15	-5	2	-8
CCCCn1c(CCNC(=O)CC)nc2ccccc21	7	0	-3	-1	?	1	-18
CCOC(=O)c1c(C)[nH]c(C(=O)OCC(=O)NC(C)C)c1C	·	-1	-10	4	?	-1	·
CO[C@H]1CN(C)C(=O)c2ccc(NC(C)=O)cc2OC[C@H](C)N(C(=O)CN2CCOCC2)C[C@H]1C	3	0	-5	-9	14	-2	·
CN(C)CCCN(C(=O)c1ccc(S(=O)(=O)N2CCCC2)cc1)c1nc2ccc(Br)cc2s1	4	-14	·	-2	3	-4	-65
C[C@@H]1CCCCO[C@H](CN(C)C(=O)c2ccncc2)[C@@H](C)CN([C@H](C)CO)C(=O)c2cc(NS(=O)(=O)c3cccs3)ccc2O1	8	-1	1	-5	-5	-5	15
O=C(Nc1ccccn1)C1CCCN1S(=O)(=O)c1ccc(Cl)cc1 (stereo not given)	10	-17	4	-1	-8	-4	8
CCC(=O)Nc1ccc2c(c1)C(=O)N(C)C[C@@H](OC)[C@@H](C)CN(C(=O)Cc1ccccn1)[C@H](C)CO2	-3	-4	-6	10	?	-2	-14
CCCCNc1c(-c2ccc(F)cc2)nc2nc(C)cc(C)n12	2	3	15	·	-1	9	10
C[C@@H](NC(=O)[C@H]1[C@H](CO)[C@H]2Cn3c(ccc(C4=CCCCC4)c3=O)[C@H]2N1C)c1ccccc1	12	5	0	-6	1	-5	6
O=C(COC(=O)Cc1ccc(F)cc1)Nc1ccc2[nH]c(=O)[nH]c2c1	9	-1	-4	-2	5	-4	-17
CCC(=O)N1[C@H](C(=O)Nc2nccs2)[C@@H](CO)[C@@H]2Cn3c(ccc(C4=CCCCC4)c3=O)[C@@H]21	-2	·	-7	7	-6	-7	-13
COc1ccc(CN2C[C@H](O)COC[C@H]3O[C@H](CC(=O)N4CCc5ccccc5C4)CC[C@@H]32)cc1	4	-4	-5	0	-1	-2	3
COc1ccc(S(=O)(=O)N2CCCCC2c2cc(C(=O)Nc3ccc(F)c(Cl)c3)no2)cc1 (stereo not given)	-11	0	17	·	-6	2	47
Cc1cccc(/C(N)=N/OC(=O)COc2ccc(Cl)c(C)c2)c1	1	1	2	-9	3	-3	-8
Cc1ccc(CN2C(=O)CC(Nc3ccc(N4CCOCC4)cc3)C2=O)cc1 (stereo not given)	8	1	-9	5	-13	6	12

Nothing new here: three of the compounds above.
SMILES	LGR2 antag	CASP6 VEID inh	EWS-Fli inh	ARNT TACC3 PPI	DENV2 CPE	SIRT5 block	PAX8 inh HTS
CCC(=O)N1[C@H](C(=O)Nc2nccs2)[C@@H](CO)[C@@H]2Cn3c(ccc(C4=CCCCC4)c3=O)[C@@H]21	-2	·	-7	7	-6	-7	-13
COc1ccc(CN2C[C@H](O)COC[C@H]3O[C@H](CC(=O)N4CCc5ccccc5C4)CC[C@@H]32)cc1	4	-4	-5	0	-1	-2	3
COc1ccc(S(=O)(=O)N2CCCCC2c2cc(C(=O)Nc3ccc(F)c(Cl)c3)no2)cc1 (stereo not given)	-11	0	17	·	-6	2	47

The listing continues.
SMILES	LGR2 antag	CASP6 VEID inh	EWS-Fli inh	ARNT TACC3 PPI	DENV2 CPE	SIRT5 block	PAX8 inh HTS
OCC1(Cc2ccccc2F)CCCN(Cc2c(F)ccc(F)c2F)C1 (stereo not given)	12	4	8	1	-5	-2	2
CC1=CC(C)(C)N(C(=O)CSc2nnc(N)s2)c2ccccc21	-9	·	·	9	·	·	-3
CCc1cc(/C(Cc2ccccn2)=N\O)c(O)cc1O	-12	-2	6	9	19	0	·
O=C(CCCN1C(=O)/C(=C/c2ccc3c(c2)OCO3)SC1=S)Nc1cccc(C(=O)O)c1	-4	4	29	0	5	3	-8
OCC1CCCN(C(=S)NCCc2ccccc2)C1 (stereo not given)	·	1	·	·	·	0	-159
CN1C(=O)C2(C(C#N)=C(N)Oc3c2oc(CO)cc3=O)c2ccccc21 (stereo not given)	-10	3	1	-6	-2	-2	·
S=C(NCc1cccs1)Nc1cccc2ccccc12	-1	-1	-4	3	0	-1	6
C/C(=N\NC(=O)COc1cccc(C)c1)c1ccc2ccccc2c1O	-7	0	8	-1	-9	-2	·
COc1ccccc1NC(=O)Nc1ccc(S(=O)(=O)Nc2onc(C)c2C)cc1	-9	3	5	·	-5	-3	-1
Nc1n[nH]c(=S)n1-c1ccc(Cl)cc1	7	0	-5	-12	-8	-1	8
COc1ccc(C(=O)NCCc2ccc(C(F)(F)F)cc2)cc1S(=O)(=O)N1CCOCC1	0	0	9	-8	5	-2	-10
COc1cccc(S(=O)(=O)N2CCCCN3[C@H](C2)[C@@H](c2ccc(C#CC(C)C)cc2)[C@@H]3CO)c1	5	1	11	-5	11	2	57
CN(C)c1cc2c(cc1NS(=O)(=O)c1ccccc1)n(C)c(=O)n2C	-11	-2	-16	·	1	-2	5
COCC(=O)Nc1ccc(Br)c(C)c1	6	0	-3	-5	1	-8	-14
COc1ccc(C2C(C#N)=C(N)OC3=C2C(=O)CC(C)C3)c(OC)c1OC (stereo not given)	13	2	·	-5	·	-3	17
COc1ccccc1NC(=O)c1ccccc1N(Cc1ccccc1)S(C)(=O)=O	-3	1	9	-43	-2	4	3
COc1ccc(C(=O)O)cc1NC(=S)NC(=O)c1ccc(-c2ccc(Cl)cc2)o1	11	2	7	·	9	4	-1
CCn1c(SCC(=O)NC2CCCCC2)nnc1-c1cccs1	-15	-8	-7	-3	·	0	·
COc1cc(C(=O)OCC(=O)N2CCN(C(C)=O)CC2)ccc1OCC(C)C	1	1	-4	-10	?	-3	·
C[C@@H]1CN([C@@H](C)CO)C(=O)c2cc(NC(=O)Cc3ccccc3)ccc2O[C@@H](C)CCCCO[C@@H]1CN(C)Cc1ccncc1	7	·	-1	·	·	·	12

The closing 2 records of the part above lead into the next.
SMILES	LGR2 antag	CASP6 VEID inh	EWS-Fli inh	ARNT TACC3 PPI	DENV2 CPE	SIRT5 block	PAX8 inh HTS
COc1cc(C(=O)OCC(=O)N2CCN(C(C)=O)CC2)ccc1OCC(C)C	1	1	-4	-10	?	-3	·
C[C@@H]1CN([C@@H](C)CO)C(=O)c2cc(NC(=O)Cc3ccccc3)ccc2O[C@@H](C)CCCCO[C@@H]1CN(C)Cc1ccncc1	7	·	-1	·	·	·	12
CN1C[C@H]2[C@@H](c3ccccc31)[C@@H](CO)N2Cc1ccccc1	23	-4	4	2	-2	-1	-3
COc1ccc(C(=O)C2CCCN(Cc3cn[nH]c3-c3ccc(F)cc3)C2)cc1OC (stereo not given)	5	2	10	-1	4	0	30
Cc1ccc(NC(=O)CN2C(=O)C3C4C=CC(C4)C3C2=O)cc1S(=O)(=O)N(C)C (stereo not given)	·	3	6	1	2	0	7
CCc1ccccc1OCC(=O)Nc1cccc(S(=O)(=O)N2CCCC2)c1	5	0	1	4	-1	-8	-11
CCOC(=O)C1=CN(Cc2ccco2)S(=O)(=O)N(C)C1c1ccc(F)c(Cl)c1 (stereo not given)	21	3	6	·	9	-6	11
CC(=O)Nc1ccc2c(c1)C(=O)N(C)[C@H]1CC[C@H](CC(=O)Nc3ccc(Cl)cc3)O[C@@H]1CO2	-2	-5	1	2	?	-1	6
COc1cccc(CNC(=O)c2cccs2)c1	7	0	-4	0	1	0	-18
N#Cc1cn(CC(=O)NCc2cccnc2)c2ccccc12	1	-1	-5	19	3	-4	·
COCC#Cc1ccc([C@H]2[C@@H](CO)N3CCCCN(C(=O)COC)C[C@@H]23)cc1	7	-2	-2	-5	-5	1	-12
CC(=O)NC(c1cccs1)c1cc([N+](=O)[O-])c2cccnc2c1O (stereo not given)	11	25	28	60*	87*	4	·
COc1ccc(C)cc1NC(=O)C(c1ccccc1)N1CCN(CC(=O)N2CCCC2)CC1 (stereo not given)	2	-2	8	0	-2	0	·
CC(=O)NC1=NN(C(C)=O)C(c2ccco2)S1 (stereo not given)	·	0	-3	3	-3	-2	3
Cc1cc(C)c(S(C)(=O)=O)c(NN)n1	0	-2	4	-11	-1	-6	5
O=C(NCc1ccccc1)c1onc(CSc2ccccc2)c1C(=O)NCc1ccccc1	18	-2	12	-1	3	1	11
Cc1nc(C(=O)N(C)C)nn1-c1ccc([N+](=O)[O-])cc1	9	0	-13	-8	?	-4	14
CCOC(=O)NC(=O)/C(C#N)=C\c1ccccc1	-7	-2	11	-3	19	-4	0
O=C(CN(Cc1ccco1)C(=O)CNS(=O)(=O)c1ccc(Cl)cc1)NCC1CCCO1 (stereo not given)	1	-1	4	-3	-7	3	-6
CN(Cc1ccc(Cl)c(Cl)c1)C(=O)c1ccccc1SCC(=O)N1CCCC1	-1	0	9	4	-4	2	4
Cc1ccc(NC(=O)COC(=O)CCc2c(C)nc3nc(N)nn3c2C)cc1C	-5	-1	-5	2	11	2	8
COc1ccc(CN(C)C[C@@H]2Oc3c(NC(=O)c4cc(C)nn4C)cccc3C(=O)N([C@H](C)CO)C[C@H]2C)cc1	-11	-1	-8	-11	27*	-2	22
CCN1C(=O)[C@H]2[C@@H](c3ccccc3)N[C@]3(CCCN(Cc4ccc(C)cc4)C3=O)[C@H]2C1=O	1	1	-2	·	-10	1	6
COc1ccc(-n2c(SCC(=O)N3CCOCC3)nc(O)c(Cc3ccccc3)c2=O)cc1	-7	3	·	-1	·	-4	·
Cc1nc2cc(NS(=O)(=O)c3cccc(F)c3)ccc2s1	-28	-2	-9	-3	8	0	6
Cn1c(=O)c2c(ncn2CC(=O)OCC(=O)Nc2ccc(F)cc2F)n(C)c1=O	-13	1	5	3	3	-4	-9
CCOC(=O)C1(CC2CCCCO2)CCN(C(=O)Nc2ccccc2SC)CC1 (stereo not given)	8	-1	-3	5	6	0	-7
CCc1nnc(NS(=O)(=O)c2ccc(NC(=O)c3ccc(Br)cc3)cc2)s1	-7	0	10	-3	-7	1	-55
